# Source: PubChem BioAssay
# Mtb UGM inh = blocks M. tuberculosis UGM enzyme | P9WIQ1 | purified UGM, fluorescence polarization probe displacement | inhibition, % at 10 µM | 320,000 compounds, 0.06% hits | AID 504406; in the data active = inhibition above about 10%, passing the limit was not always enough
# Target sequence (P9WIQ1 whole entry, looked up): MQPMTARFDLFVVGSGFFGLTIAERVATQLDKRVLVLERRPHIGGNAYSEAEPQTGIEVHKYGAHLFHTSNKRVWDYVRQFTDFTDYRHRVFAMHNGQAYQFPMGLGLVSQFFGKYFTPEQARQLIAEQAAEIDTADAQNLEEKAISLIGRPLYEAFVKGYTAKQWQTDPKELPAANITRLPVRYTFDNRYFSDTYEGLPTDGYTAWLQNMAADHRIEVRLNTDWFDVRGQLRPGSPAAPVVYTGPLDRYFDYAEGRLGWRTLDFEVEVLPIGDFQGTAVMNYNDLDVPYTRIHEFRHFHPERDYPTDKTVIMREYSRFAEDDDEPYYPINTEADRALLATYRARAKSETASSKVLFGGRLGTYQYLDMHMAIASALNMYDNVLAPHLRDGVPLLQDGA
# Starred values were filed as active, the others as inactive. These rows are one share of the data; rates above refer to the full screens.
SMILES,Mtb UGM inh
CSc1nnc2n(Cc3ccccc3)c(=O)c3c4c(sc3n12)COC(C(C)C)C4 (stereo not given),-2.3
Cc1nc2ccccc2c(=O)n1/N=C/c1ccc([N+](=O)[O-])o1,0.4
CCN1CCN(CCCCSc2ccccc2)CC1,-1.2
N#CC(C#N)=Cc1ccccc1OCc1ccccc1,1.5
COc1ccc(C(=O)Nc2ccc3nc4n(c(=O)c3c2)CCCC4)cc1[N+](=O)[O-],-0.3
O=C(COc1cccc2ccccc12)Nc1cc(S(=O)(=O)N2CCOCC2)ccc1N1CCOCC1,-3.9
COc1ccc(-c2ccc(CNCc3ccccn3)o2)cc1Cl,-1.0
O=C(O)c1ccc(Nc2nc(-c3cccnc3)nc3ccccc23)cc1,-3.4
O=C(Nc1nnc(CC2=CCCCC2)s1)Nc1ccccc1F,0.6
CCN1CCN(CCOCCOc2ccccc2-c2ccccc2)CC1,0.2
O=c1[nH]c(O)c(C=Nc2ccccc2[N+](=O)[O-])c(=O)[nH]1,-1.9
CCC(=O)Nc1nc2n(n1)C(c1ccc(OC)cc1)C=C(c1ccccc1)N2 (stereo not given),1.5
CCOc1ccccc1Nc1nc(-c2sc(NC(=O)c3ccccc3)nc2C)cs1,1.8
CCn1ncc(CNC(=O)c2cccc([N+](=O)[O-])c2)c1C,-0.4
NC(=O)N/N=C/c1cn(-c2ccccc2)nc1-c1cccnc1,1.1
COc1ccc(/C=C2\SC(=Nc3ccccc3)NC2=O)cc1,-1.4
COc1ccc2c(c1)O[C@@H](c1cccc(C(F)(F)F)c1)[C@H](O)C2=O,1.1
O=C(CSc1nnc(SCc2cccc3ccccc23)s1)N=Nc1c(O)[nH]c2ccccc12,1.8
Oc1cc2c(cc1O)[C@H]1c3ccccc3CN[C@@H]1CC2,-1.2
Cc1cc2nc(-c3ccc(SCC(=O)NC(C)C)nc3)[nH]c2cc1C,0.5
Cc1nc2ccccc2c2c1C(=O)NC2=O,0.0
CC1(C)C[C@H](O)[C@@]23C[C@@H](OC2=O)[C@]2(C)C(=CCC4[C@@]5(C)CC[C@H](O)C(C)(C)C5CC[C@]42C)[C@@H]3C1 (stereo not given in full),-1.7
Cc1ccc2c(c1)sc1ncc(NC(=O)c3ccc(F)cc3)c(=O)n12,0.8
COC(=O)c1ccccc1S(=O)(=O)N(Cc1cc2cc3c(cc2[nH]c1=O)OCO3)C1CCCCC1,-1.1
COC/C=C/C1=CC2=CC(=O)C(C)(OC(=O)c3cnc4ccccc4n3)C(=O)C2=CN1CCc1c[nH]c2ccccc12 (stereo not given),2.8

# Remaining list, next part:
SMILES,Mtb UGM inh
O=C(c1cccs1)[C@@H]1[C@@H]2C(=O)N(Cc3ccc4c(c3)OCO4)C(=O)[C@@H]2C2c3ccccc3C=CN21 (stereo not given in full),2.5
Oc1ccc(O)c(/C(=N/Nc2ccccc2)c2ccccc2)c1,-0.8
CCOC(=O)c1cnc(=O)[nH]c1C,2.9
COc1cccc(CN2CCNC(=O)C2CC(=O)N(C)CCc2ccccn2)c1OC (stereo not given),3.0
Cc1nnc2sc(SCc3ccccc3)nn2c1=O,-1.0
CC(O)(CC(=O)O)CC(=O)O,0.8
CC(C)[C@]12O[C@H]1[C@@H]1O[C@]13[C@]1(O[C@H]1C[C@H]1C4=C(CC[C@@]13C)C(=O)OC4)[C@@H]2O,2.6
Cn1cccc1CNCCc1ccccc1,1.4
COc1ccc(Oc2coc3cc(OCC(=O)N4CCCCC4)ccc3c2=O)cc1,-0.2
CCOC(=O)c1cc(-c2ccc(Cl)cc2)nc2onc(C)c12,0.2
Cc1cccc(N2CCN(S(=O)(=O)c3ccc4[nH]c(=O)c(=O)[nH]c4c3)CC2C)c1 (stereo not given),5.0
CCCCn1nc(-c2ccccc2)c2nc3ccccc3nc21,29*
CCS(=O)(=O)n1nc(-c2ccc(Cl)cc2)nc1SCc1ccccc1,-0.9
COc1cc(C)c(CNc2ccc(OC)c(OC)c2)cc1C,1.1
Cn1nc(OC(=O)Nc2ccccc2)cc1C(F)(F)F,2.8
COc1ccc(C2=NNC(c3cc(Cl)cc4c3OCOC4)C2)c(O)c1 (stereo not given),0.7
COc1ccc(C(OCC2CO2)c2ccc(OC)cc2)cc1 (stereo not given),-1.0
COc1ccc(Nc2cc(C(=O)NCc3ccccn3)c3ccccc3n2)c(OC)c1,1.2
CCC(=O)Nc1ccc(C(=O)CN2CCC(C)CC2)cc1,0.5
COc1cc2c(C(=O)N3CCN(C4CCCCC4)CC3)cn(CC(C)C)c(=O)c2cc1OC,-0.2
COc1cccc2cc(C(=O)NC3CC(C)(C)NC(C)(C)C3)c(=O)oc12,-2.4
CC1CCN(C(=O)C2CCN(CCCc3ccccc3)CC2)CC1,-2.5
O=C(NC1CCCCC1)C(=S)NC1CCCCC1,-0.9
O=C(CCCCCNC(=O)c1ccccc1)N=Nc1c(O)[nH]c2c(Br)cc(Br)cc12,-1.4
NCCc1ccccn1,0.8

# Sorted by formula weight (high to low): part of the list above
SMILES,Mtb UGM inh
CC(C)[C@]12O[C@H]1[C@@H]1O[C@]13[C@]1(O[C@H]1C[C@H]1C4=C(CC[C@@]13C)C(=O)OC4)[C@@H]2O,2.6
COc1cccc2cc(C(=O)NC3CC(C)(C)NC(C)(C)C3)c(=O)oc12,-2.4
COc1cc(C)c(CNc2ccc(OC)c(OC)c2)cc1C,1.1
Cn1cccc1CNCCc1ccccc1,1.4
NCCc1ccccn1,0.8

# The results go on:
SMILES,Mtb UGM inh
CNC[C@H](Cc1cccc2ccccc12)NC[C@H](CCSC)NCC1CCC(C(C)(C)C)CC1 (stereo not given in full),2.5
COCCNC(=O)c1cc(Sc2nnc(C)s2)nc2ccccc12,-2.7
Cc1nc(N2CCCCC2)sc1C(=O)c1ccc(Cl)c([N+](=O)[O-])c1,1.7
CCNc1cc(N2CCNCC2)ccc1[N+](=O)[O-],-0.4
CN1C2C=C3C(C#N)=C(N)C(C#N)(C#N)[C@@H](c4ccsc4)[C@@H]3C1CC2 (stereo not given in full),1.8
Cc1noc(C)c1S(=O)(=O)Nc1ccc(C(=O)N2CCC(C)CC2)cc1,-0.7
CCNC(=S)Nc1cccc([N+](=O)[O-])c1,0.6
O=C(CN1C(=O)NC2NC(=O)NC21)N/N=C/c1ccccc1F (stereo not given),0.2
CCn1c(SCC(=O)N/N=C/c2ccccc2OCC(=O)O)nnc1-c1ccccc1,3.1
COC(=O)C1=C(C(=O)OC)[C@@H]2N(C)c3ccccc3[C@@]23C[C@@H](CO)N=C3N1,0.2
CCSc1nnc(NC(=O)/C=C/c2ccc3c(c2)OCO3)s1,1.6
CC1(C)CC(NC(=S)NCc2ccc3c(c2)OCO3)CC(C)(C)N1,3.6
CC(=O)OC[C@]12CC[C@H]3[C@@](C)(CC[C@H]4C(C)(C)CCC[C@]34C)[C@@H]1C[C@H](C1=CC(=O)O[C@H]1OC(C)=O)O2,0.1
O=C(CN1C(=O)CC(c2ccccc2)S(=O)(=O)c2ccccc21)N1CCOCC1 (stereo not given),0.7
CC1(C)[C@@H](O)CC[C@]2(C)C3C(O)C=C4[C@H]5C[C@@](C)(C(=O)O)CC[C@]5(C)CC[C@]4(C)[C@]3(C)CC[C@@H]12 (stereo not given in full),-0.3
Cc1ccnc(N=Cc2c(O)ccc3oc4c(c23)CCCC4)c1,-0.6
Cc1noc(C)c1S(=O)(=O)NCCCN1CCN(Cc2ccccc2)CC1,-2.5
COC(=O)c1scc2c(Oc3ccccc3)cc(C(F)(F)F)nc12,0.3
S=c1nc(-c2ccccc2)n(Cc2cccnc2)c2c1CCCC2,1.6
Oc1ccc(N=Nc2ccc3c(c2)OCO3)c2ccccc12,1.4
Cc1cc(/C=N/Nc2nc(N)ncc2[N+](=O)[O-])c(C)n1-c1cccc(C(F)(F)F)c1,4.3
C#CCOCCOCCOCCNc1nc(N2CCN(C(=O)CCCCCCCCCCNC(=O)[C@H](CO)n3cc(CCCSC)nn3)CC2)nc(N2CCN(C(=O)CCCCCCCCCCNC(=O)[C@@H]([C@H](C)O)n3cc(C)nn3)CC2)n1,-1.1
COC(=O)[C@@]1(Cc2ccc(OC)cc2)[C@H]2c3cc(C(=O)N4CCCC4)n(CCSCCO)c3C[C@H]2CN1C(=O)c1ccccc1,3.4
C#CCSc1nncn1C(=O)/C=C/c1ccccc1,-2.1
CCN(CC)c1ccc(/C=N/NC(=O)C(O)(c2ccccc2)c2ccccc2)o1,-0.8

# (next part)
SMILES,Mtb UGM inh
O=C(c1ccc(N2CCN(C3CC(=O)N(c4ccc(F)cc4)C3=O)CC2)cc1)c1cccnc1 (stereo not given),-1.5
N#CC1(C#N)C2=C(CCCC2)NC(c2ccccc2)C1(C#N)C#N (stereo not given),-1.8
C[C@@]1(CO)[C@H](O)CC[C@@]2(C)[C@H]1CC[C@H]1C[C@@H]3C[C@@]12CC[C@]3(O)CO,-4.0
CCCCNS(=O)(=O)c1ccc2nc(-c3cccs3)cc(C(=O)NCC(OC)OC)c2c1,3.5
O=c1[nH]c(=O)c2ncc(-c3ccc(Cl)cc3)nc2[nH]1,-2.9
C/C(=N\O)C1CCCCC1,1.5
CC(=O)Nc1ccc(/C=C/C(=O)c2ccccc2)cc1,-1.1
N#CCCS(=O)(=O)c1nnnn1-c1ccccc1,-0.3
COC(=O)C1CCN(CC(=O)Nc2cc(Cl)ccc2OC)CC1,-0.6
O=C(C1=C[C@@H]2[C@H]3C(=O)N(c4ccccc4)C(=O)[C@H]3[C@@H](C(=O)c3ccc(Cl)cc3)N2C=C1)c1ccccc1,-1.4
Cn1c(=O)c2c(O)c(C=Nc3ccc(F)cc3)c(=O)n(C)c2n(C)c1=O,-1.5
OCCCc1nc2n(n1)C(c1cccs1)C=C(c1ccccc1)N2 (stereo not given),-3.1
COc1ccc(C2C=C(c3ccccc3)Nc3nc(NC(C)=O)nn32)cc1 (stereo not given),0.0
Cc1cc(-c2cc(C(=O)Nc3ccccc3)on2)nc(NC2CCCC2)n1,-1.6
CCN(CC)CCN1C(=O)C(O)=C(C(=O)c2ccc(C)o2)C1c1ccccn1 (stereo not given),-1.6
COc1cc(C2CC(=O)Nc3n[nH]c(-c4ccccc4)c32)cc(OC)c1OC (stereo not given),-0.8
COc1ccccc1OCCSc1nc(C)c(Cc2ccccc2)c(=O)[nH]1,4.2
Cc1ccc(NC(=S)Nc2ccc(S(=O)(=O)Nc3ncccn3)cc2)cc1Cl,0.6
Cc1ccc(NC(=S)/C(=C(\[O-])c2ccc(C)c([N+](=O)[O-])c2)[n+]2ccccc2)cc1C,1.3
Cn1c(C(C#N)C2=C(Cl)C(=O)N(c3ccccc3)C2=O)nc2ccccc21 (stereo not given),1.4
CC(C)(C)NS(=O)(=O)c1cccc(S(=O)(=O)c2cccc(S(=O)(=O)NC(C)(C)C)c2)c1,1.7
O=C(CCc1ccccc1)NNC(=S)NC(=O)c1ccc(Cl)cc1,4.7
COc1ccc(C(c2c(C)n(C)n(-c3ccccc3)c2=O)c2c(C)n(C)n(-c3ccccc3)c2=O)cc1O,-3.4
COC(=O)c1c(NC(=O)CN2CCN(S(=O)(=O)c3ccccc3)CC2)sc2c1CCC(C)C2 (stereo not given),-0.2
Cc1ccccc1Nc1nc(-c2sc(NC(=O)c3cccc(Cl)c3)nc2C)cs1,-2.8

# In the list so far, these contain a tert-butyl group.
SMILES,Mtb UGM inh
CNC[C@H](Cc1cccc2ccccc12)NC[C@H](CCSC)NCC1CCC(C(C)(C)C)CC1 (stereo not given in full),2.5
CC(C)(C)NS(=O)(=O)c1cccc(S(=O)(=O)c2cccc(S(=O)(=O)NC(C)(C)C)c2)c1,1.7

# Returning to the listing, starting four compounds before the break.
SMILES,Mtb UGM inh
O=C(CCc1ccccc1)NNC(=S)NC(=O)c1ccc(Cl)cc1,4.7
COc1ccc(C(c2c(C)n(C)n(-c3ccccc3)c2=O)c2c(C)n(C)n(-c3ccccc3)c2=O)cc1O,-3.4
COC(=O)c1c(NC(=O)CN2CCN(S(=O)(=O)c3ccccc3)CC2)sc2c1CCC(C)C2 (stereo not given),-0.2
Cc1ccccc1Nc1nc(-c2sc(NC(=O)c3cccc(Cl)c3)nc2C)cs1,-2.8
CC1(OC(=O)C2CCCC2)C(=O)C=C2C=C(C3CC3)OC=C2C1=O (stereo not given),-1.4
Cc1cccc2cc(CN(CC3CCCO3)C(=O)c3ccco3)c3nnnn3c12 (stereo not given),1.7
OC(CN1CCNCC1)Cn1ccc2ccccc21 (stereo not given),-0.1
COc1cc(/C=N/N=C/c2c[nH]c(=O)c(C#N)c2Nc2ccccc2)ccc1O,-1.6
Cc1ccc2occ(CN3CCN(Cc4ccccc4)CC3)c(=O)c2c1,4.2
COc1cccc(NC(=O)c2cc3cccc(OC)c3o/c2=N\O)c1,2.7
C#CCOCCOCCOCCNc1nc(N2CCN(C(=O)CCCCCCCCCCNC(=O)[C@H](CCCCN)n3cc(CCO)nn3)CC2)nc(N2CCN(C(=O)CCCCCCCCCCNC(=O)[C@H](CCCCN)n3cc(C[C@@H](C)CC)nn3)CC2)n1,-0.1
CC(=O)c1ccccc1NC(=O)COC(=O)c1ccc2c(c1)nc(C)n2-c1ccccc1,-0.7
C/C(CCN1CCCCc2nc(C)c(C)cc21)=N\O[C@@H](C)CN1CCCCc2nc(C)c(C)cc21,-1.0
CCN(CC)CCCNC(=O)c1ccc2c(SCC(=O)O)c3c(nc2c1)CCC3,1.4
O=C(CC1Nc2ccccc2NC1=O)c1ccccc1 (stereo not given),1.7
O=C(O)c1cc(-c2ccc(/C=c3\sc4nc5ccc(Br)cc5n4c3=O)o2)ccc1Cl,-2.2
CCOc1ccc(C2C(C#N)=C(N)SC(N)=C2C#N)cc1OC,0.3
COc1cccc2[nH]c3c(N4CCc5ccccc5C4)ncnc3c12,1.8
Cc1cc2c(n1-c1ccc(C(=O)O)cc1)CCCCC2,-0.5
COc1ccc2c(c1)cc(C)c1nnc(SCC(=O)N3CCN(C(=O)c4ccco4)CC3)n12,0.8
Cc1ccccc1SCCNC(=O)CCc1ccccc1,-0.2
Cc1ccc(S(=O)(=O)NC(=O)c2ccc(-c3ccc(-c4ccccc4)cc3)o2)c(C)c1,1.2
O=C(Sc1nnnn1C1CCCCC1)c1cccs1,-0.2
COc1ccc(-c2nnc3sc(-c4ccccn4)nn23)cc1,2.8
COc1cc(OC)cc(C(=O)Nc2cccc(-c3ccc4nncn4n3)c2)c1,-1.0
CC(=O)OCCCN1C(=O)c2cccc3cc(Br)cc(c23)C1=O,0.0
